Screens deposited in PubChem by National Center for Advancing Translational Sciences (NCATS).
RGS4 inh – inhibitors of human regulator of G protein signaling 4; hit rate 0.039% among 390,000; Potency, µM (top dose mostly 114 µM), inactives show at the top dose activity change, negative = inhibition, actives largely listed as inhibitors; P49798; AID 504845; Transcreener GDP fluorescence polarization, RGS4-accelerated GTP hydrolysis; also: potency is read from the fitted curve at half-maximal effect; % is scaled to controls: 0 for no effect and ±100 for the full control effect; nearly all actives have a fitted effect of over 75% in size; some results filed as inactive show a strong effect at the top dose
Target sequence (P49798 whole entry, looked up): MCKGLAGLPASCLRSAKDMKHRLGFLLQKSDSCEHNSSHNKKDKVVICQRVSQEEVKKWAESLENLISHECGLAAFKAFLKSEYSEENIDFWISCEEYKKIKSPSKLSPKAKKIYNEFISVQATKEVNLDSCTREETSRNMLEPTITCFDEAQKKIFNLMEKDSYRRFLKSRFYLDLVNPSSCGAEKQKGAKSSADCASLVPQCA
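MLSMR compounds (23 nl, pin-transferred) preincubated 10 min at room temperature with a 500nM (2x) first reagent, then RGS4 at 900nM (2x) plus Transcreener GDP mix added; fluorescence polarization (620/688 nm) read before and after 90 min at 30 °C.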
TrxR1 substrate – substrates of rat thioredoxin reductase 1; purified TrxR1 substrate turnover, NADPH consumption readout; hit rate 0.01% among 390,000; Potency, µM (titrated, usually from 114 µM), for inactives: at the top dose activity change, negative = substrate turnover; AID 588456; also: potency is read from the fitted curve at half-maximal effect; % is scaled to controls: 0 for no effect and ±100 for the full control effect; nearly all actives have a fitted effect of over 50% in size
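Rat TrxR1, dispensed at 90 nM, was prereduced with 400 uM NADPH (final) for 5 min at ~22 deg C, then incubated with compound 15 min before 400 uM selenite. A first-read NADPH fluorescence drop versus no-compound background flagged substrates.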
IDH1 R132H inh – human IDH1 R132H inhibition; O75874; IDH1-R132H enzyme, NADPH consumption, diaphorase/resazurin fluorescence; Potency, µM (series often up to 76.6 µM), inactives show at the top dose activity change, negative = inhibition, usual class: inhibitors; hit rate 0.093% among 390,000; AID 602179; also: potency is read from the fitted curve at half-maximal effect; % is scaled to controls: 0 for no effect and ±100 for the full control effect; nearly all actives have a fitted effect of over 65% in size
Target sequence (O75874 whole entry R132H, stated change not applied): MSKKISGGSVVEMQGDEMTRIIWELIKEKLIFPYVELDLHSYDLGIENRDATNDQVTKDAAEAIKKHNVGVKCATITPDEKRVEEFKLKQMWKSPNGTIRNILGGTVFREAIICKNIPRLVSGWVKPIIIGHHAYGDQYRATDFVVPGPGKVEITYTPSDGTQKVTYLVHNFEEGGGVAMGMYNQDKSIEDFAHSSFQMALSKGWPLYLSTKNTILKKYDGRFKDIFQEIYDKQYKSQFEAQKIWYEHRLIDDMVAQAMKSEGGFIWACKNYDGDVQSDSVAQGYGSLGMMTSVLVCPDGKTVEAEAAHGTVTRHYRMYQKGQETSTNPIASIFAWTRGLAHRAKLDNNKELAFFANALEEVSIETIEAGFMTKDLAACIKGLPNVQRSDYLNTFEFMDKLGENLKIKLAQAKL
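IDH1-R132H (0.5 ug/mL dispensed) in pH 7.5 Tris buffer was preincubated 30 min with compound, then given a substrate mix of 0.016 mM NADPH and 2 mM alpha-KG for 80 min at room temperature; remaining NADPH was read by diaphorase/resazurin fluorescence.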
Glioma ERSR ind – ER stress response induction in glioma | U87-MG GRP78 promoter luciferase reporter, 16 h | Potency, µM, for inactives: top-dose activation, actives largely listed as activators | hit rate 0.02% among 420,000 | AID 602332; also: potency is read from the fitted curve at half-maximal effect; series mostly up to about 76 µM; % of control where 0% means no effect; nearly all actives have a fitted effect of over 35% in size
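Stably transfected U87-MG human glioma cells carrying a GRP78-based luminescent sensor were seeded at 1000 cells/well, pin-dosed with compounds and incubated 16 h. Luciferase reagent was then added, and end-point luminescence was read after 10 min at room temperature.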
rTrxR1 inhibitor – rat TrxR1 inhibition. O89049. recombinant rTrxR1, NADPH fluorescence consumption, selenite substrate. Potency, µM (series often up to 114 µM), for inactives: top-dose activity change, negative = inhibition, usual class: inhibitors. hit rate 1% among 390,000. AID 588453; also: potency is read from the fitted curve at half-maximal effect; % is scaled to controls: 0 for no effect and ±100 for the full control effect; nearly all actives have a fitted effect of over 65% in size
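Rat TrxR1 (90 nM in the dispensed reagent) was pre-reduced with 400 uM NADPH for 5 min at room temperature, then incubated with compound for 15 min. After 400 uM selenite was added, NADPH fluorescence (Ex 340/Em 450 nm) was followed for 8 min.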
Vif-APOBEC3F blk – inhibitors of Vif-A3F interaction; HeLa A3F-eYFP + Vif (tagged APOBEC3F with the HIV-1 protein that degrades it), YFP fluorescence increase; Potency, µM (titrated, usually from 46.1 µM), for the others: at the top dose activity, negative = active; hit rate 0.2% among 390,000; AID 602313; also: potency is read from the fitted curve at half-maximal effect; % of control where 0% means no effect; nearly all actives have a fitted effect of over 65% in size
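Fluorescence increase (Ex 488/Em 500-530) after overnight compound treatment at 37 deg C flags inhibition of Vif-driven A3F-eYFP loss in stable HeLa A3F-eYFP/Vif cells seeded overnight beforehand.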
Vif-A3G inh – Vif-A3G binding inhibition; HeLa A3G-eYFP + Vif (tagged APOBEC3G with the HIV-1 protein that degrades it), YFP fluorescence, overnight; hit rate 0.076% among 410,000; Q9HC16; Potency, µM (highest dose often 46.1 µM), without a hit: at the highest dose activity, negative = active, most hits filed as inhibitors; AID 602310;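 also: potency is read from the fitted curve at half-maximal effect; % is scaled to controls: 0 for no effect and ±100 for the full control effect; nearly all actives have a fitted effect of over 60% in size; hits raise eYFP signal because A3G escapes Vif-driven loss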
Target sequence (Q9HC16 whole entry, looked up): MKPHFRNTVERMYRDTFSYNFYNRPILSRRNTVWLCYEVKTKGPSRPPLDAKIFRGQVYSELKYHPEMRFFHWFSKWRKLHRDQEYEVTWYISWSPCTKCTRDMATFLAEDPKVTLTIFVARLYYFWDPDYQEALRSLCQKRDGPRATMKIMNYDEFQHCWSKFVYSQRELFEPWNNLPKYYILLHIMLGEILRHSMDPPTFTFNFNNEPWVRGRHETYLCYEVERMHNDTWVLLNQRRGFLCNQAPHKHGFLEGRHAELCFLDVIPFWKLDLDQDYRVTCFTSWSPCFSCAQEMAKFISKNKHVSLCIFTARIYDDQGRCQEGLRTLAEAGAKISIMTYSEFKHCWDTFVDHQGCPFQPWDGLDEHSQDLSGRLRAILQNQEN
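Read-out is eYFP fluorescence (Ex 488/Em 500-530) from Vif-expressing HeLa A3G-eYFP cells; more signal means A3G escaped Vif-mediated degradation. Cells plated overnight, compound pinned in, incubated overnight at 37 deg C.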
USP1 inh – inhibitors of human USP1/UAF1 deubiquitinase | O94782 | recombinant USP1/UAF1, Ub-Rhodamine cleavage fluorescence | Potency, µM (doses to about 57.1 µM), without a hit: top-dose activity change, negative = inhibition, actives largely listed as inhibitors | hit rate 0.23% among 390,000 | AID 743255; also: potency is read from the fitted curve at half-maximal effect; % is scaled to controls: 0 for no effect and ±100 for the full control effect; nearly all actives have a fitted effect of over 60% in size; inactives centre near -12
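USP1/UAF1 complex (1 nM) preincubated 15 min at room temperature with compound, then Ub-Rho substrate (150 nM final) added. Kinetic fluorescence at 480/540 nm over 6 reads at 60 s intervals; 50 mM HEPES pH 7.8, 0.5 mM EDTA, 0.1 mg/ml BSA, 1 mM TCEP, 0.01% Tween-20.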
LDHA block – inhibitors of human lactate dehydrogenase A | purified LDHA, NADH/diaphorase-resazurin fluorescence; stronger effect = lower value | activity change, % (values are at about 110 or 230 µM) | hit rate 0.15% among 480,000; in the data active = activity change below about -30%; inconclusive = mostly about -25% to -30%;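 also: plate controls were DMSO wells for no effect and wells without enzyme for full effect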
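LDH5 2 nM; NADH 0.06 mM, pyruvate 0.2 mM; 200 mM Tris pH 7.4, EDTA, Tween-20; 5 min RT. Detection: diaphorase 0.133 mg/mL + resazurin 37 µM, fluorescence ex540/em590 at 0 and 20 min; normalized to enzyme-free and DMSO wells.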
Numbers without * were called inactive; ? = inconclusive; . = no result given; & = joins results of further samples; [ ] = dose if it differs, or a comment. Unless noted, calls follow the shape of the dose curve; as a rule, active = well fitted curve in the direction sought with a large enough effect; inconclusive = small, poorly fitted or top-dose-only effect, or another doubt; inactive = no such curve, though single readings can be large; an effect the other way counts as inactive or inconclusive.

SMILES	RGS4 inh	TrxR1 substrate	IDH1 R132H inh	Glioma ERSR ind	rTrxR1 inhibitor	Vif-APOBEC3F blk	Vif-A3G inh	USP1 inh	LDHA block
CC(C)NC(=O)c1ccccc1NS(=O)(=O)c1ccc(Br)s1	-27%	-4%	2%	-4%	2%	-24%	-2%	-4%	-8
Cc1ccc(C)c(NC(=O)C2CCN(C(=O)c3cccs3)CC2)c1	-5%	-1%	5%	-5%	19%	6%	-1%	-8%	-1
Cc1ccc(C)c(OCCC(=O)OCC(=O)NC2CC2)c1	-6%	-2%	6%	-4%	16%	-29%	3%	0%	-5
CC(C)N(Cc1ccccc1)C(=S)Nc1ccc(F)cc1	5%	2%[57.1 µM]	2%	-3%	2%[57.1 µM]	-1%	-2%	-9%	-2
COc1cc2c(cc1OC)n(CC(=O)c1ccc(C)cc1)c(=O)n1nc(CCn3nc(C)cc3C)nc21	-28%	6%[57.1 µM]	-9%	-1%	15%[57.1 µM]	-5%	6%	9%	1
Cc1cccc(OCCCC(=O)Nc2ccc(N(C)C)cc2)c1	-40%	5%	4%	4%	8%	4%	-3%	-9%	7
O=C(CCNc1n[nH]c(=O)[nH]c1=O)N/N=C/c1ccc(C(F)(F)F)cc1	13%	-3%[57.1 µM]	-9%	-5%	0%[57.1 µM]	-10%	-6%	-24%	-3
CCOC(=O)c1ccccc1NC(=O)C(C)Oc1ccccc1 (stereo not drawn)	-27%	-7%	7%	-7%	1%	4%	-4%	-23%	-1
O=C(Nc1cccc(C(=O)Nc2ccc(S(=O)(=O)O)c3cc(S(=O)(=O)O)cc(S(=O)(=O)O)c23)c1)Nc1cccc(C(=O)Nc2ccc(S(=O)(=O)O)c3cc(S(=O)(=O)O)cc(S(=O)(=O)O)c23)c1	42%[activator][56.9 µM]	12%[57.1 µM]	.	-1%&-5%&-1%&-3%	?	.	3%	.	-112*
C#CCOCCOCCOCCNc1nc(N2CCN(C(=O)CCCCCCCCCCNC(=O)Cn3cc(CCCCCN)nn3)CC2)nc(N2CCN(C(=O)CCCCCCCCCCNC(=O)[C@@H](CCC(=O)O)n3cc(CCCCCN)nn3)CC2)n1	?	1%	15%	-3%	-56%	-14%	-6%	-34%	3
CN(c1ccccc1)S(=O)(=O)c1ccc(NC(=O)CC(=O)c2ccccc2)cc1	4%	-7%	1%	-1%	-19%	4%	4%	-18%	-4
ON/C=N/C(=S)Nc1ncc(C(F)(F)F)cc1Cl	-25%	-2%	11%	3%	-12%	?	-1%	-26%	4
CC(C)CCNC(=O)CN1C(=O)CCn2nc(-c3cn(C)c4ccccc34)cc21	-23%	4%[57.1 µM]	7%	-4%	23%[57.1 µM]	-2%	1%	-29%	5
CC(C)(C)C(=O)Nc1sc2c(c1C#N)CCCCC2	-21%[11.4 µM]	-13%[57.1 µM]	-2%	-6%	-6%[57.1 µM]	-7%	-6%	-16%	-5
NNC(=O)c1n[nH]c2c1CC(C1CCCCC1)CC2 (stereo not drawn)	0%	-5%	-14%	-1%	17%	-11%	2%	-7%	-15
O=C(N/N=C/c1ccc(Cl)cc1Cl)c1ccc2nc[nH]c2c1	32%	3%	6%	-1%	27%	-2%	-2%	-6%	-15
COc1cc(OC)cc(-c2n[nH]c(=S)n2-c2ccc3c(c2)OCCO3)c1	-40%	6%[57.1 µM]	0%	4%	-28%[57.1 µM]	-4%	-1%	-3%	-5
Cc1cn2c(=O)cc(COC(=O)c3cccc(NC(=O)COc4ccc(Cl)cc4)c3)nc2s1	28%	-2%[57.1 µM]	-19%	0%	0%[57.1 µM]	3%	0%	-23%	-6
Cc1nn(CCC(=O)Nc2cc(F)ccc2F)c(=O)c2nn(-c3ccccc3)c(C)c12	14%	-2%	-18%	-2%	15%	3%	-8%	-13%	-1
CCCCC1C(=O)NN(c2ccccc2)C1=O (stereo not drawn)	-12%	4%	0%	-4%	19%	-4%	-1%	?	-12
FC(F)Oc1ccc(-n2cc(-c3ccc(Cl)cc3)[n+]3c2CCCCC3)cc1	-4%	8%[57.1 µM]	8%	-3%	22%[57.1 µM]	8%	-1%	-12%	-2
COc1ccc(CCN(C)C(=O)c2c(C)nn(-c3ccccc3)c2C)cc1OC	5%	-1%	12%	-3%	-6%	3%	4%	-13%	-5
COc1ccc(N2CCN(C(=O)CCn3c(=O)c4cccn4c4cccnc43)CC2)cc1	-8%	-6%	-7%	-2%	2%	2%	2%	-11%	-3
Cc1ccc2nc(Cl)c3cc(C(=O)NCCCN4CCC(C)CC4)sc3c2c1	1%	0%	0%	-3%	0%	1%	4%	-3%	0
Cc1nc2nc(-c3ccccc3)[nH]n2c(=O)c1Cc1ccccc1	-7%	17%[57.1 µM]	3%	2%	14%[57.1 µM]	-12%	0%	-19%	0
CCC(O)CC(C(=O)NNc1ccccc1)C(=O)NNc1ccccc1 (stereo not drawn)	-7%	0%[57.1 µM]	5%	-5%	-1%[57.1 µM]	-12%	-7%	-13%	-1
CCOc1cc2c3c(c1)C1(C(=O)N3C(C)(C)CC2C)C(C#N)=C(N)N2C(=C1C#N)Nc1ccccc12 (stereo not drawn)	-42%	0%[57.1 µM]	-5%	-2%	21%[57.1 µM]	-2%	-10%	-21%	11
CN(Cc1ccccc1)C(=O)c1[nH]cnc1C(=O)Nc1ccc(Cl)cc1	-13%	-5%	-13%	3%	11%	-1%	-9%	-25%	3
O=C(Nc1ccccc1C(=O)OCc1cc(=O)n2nc(C3CC3)sc2n1)c1cccc(Cl)c1	14%	-1%[57.1 µM]	2%	-3%	5%[57.1 µM]	-4%	-4%	-19%	-4
COc1ccccc1OCC(O)CNCc1ccc2c(c1)OCO2 (stereo not drawn)	-4%	6%[57.1 µM]	4%	-6%	14%[57.1 µM]	-2%	0%	-20%	-2
CCOc1cc(N2CCOCC2)c(OCC)cc1NC(=O)CSc1nccc(C)n1	-18%	-3%	12%	-1%	2%	-24%	-6%	-22%	-1
CCOC(=O)N1CCC(NC(=O)c2cnn3cccnc23)CC1	0%	7%[57.1 µM]	1%	-1%	-17%	-1%	0%	1%	-4
O=C(CCn1c(=O)sc2ccccc21)NCc1cccs1	20%	12%	-2%	-1%	21%	-4%	-2%	?	-15
CSc1nn(Cc2ccccc2C)c(NC(C)=O)c1S(=O)(=O)c1ccc(C)cc1	-3%	2%[57.1 µM]	1%	-1%	16%[57.1 µM]	4%	-1%	-23%	-1
CC(C)CN1C(=O)/C(=C/c2ccco2)NC1=S	-47%	-10%	3%	-1%	-73%	0%	0%	-10%	7
COc1ccc(-c2cc3nc(C)c(CCC(=O)Nc4ccc(F)cc4F)c(C)n3n2)c(OC)c1	-2%	43%[activator]	-9%	-3%	52%[activator]	0%	-1%	?	1
CC(=O)c1c(C(C)=O)c(C)n(-c2ccc(N)cc2)c1C	4%	6%[57.1 µM]	0%	-3%	-6%	-2%	0%	-8%	-5
Cc1cccc(NC(=O)CCNS(=O)(=O)c2cccc3nonc23)c1	16%&-3%	-8%[57.1 µM]	10%&4%	-1%&1%	-12%[57.1 µM]	2%&0%	-1%&-7%	-9%&-23%	-3&-4
Cc1cc(NC(=O)c2cc(C(C)(C)C)oc2C)no1	0%	-2%	3%	-2%	?	3%	1%	-4%	2
O=C(NCCc1ccc(Cl)cc1)c1ccc2nccnc2c1	-2%	2%	-4%	-3%	7%	1%	6%	-18%	0
COc1ccc(OC)c(C(C)NC(=O)Nc2cccc(C(C)=O)c2)c1 (stereo not drawn)	-26%	-2%[57.1 µM]	13%	-2%	16%	-10%	-3%	-19%	-7
Cc1ccc(NC(=O)c2nc3nccc(C)n3n2)cc1S(=O)(=O)N1CCCCC1	14%	-6%	-3%	3%	9%	-5%	1%	-17%	-12
O=C(/C=C/c1ccccc1Cl)N(Cc1ccccc1)C1CCS(=O)(=O)C1 (stereo not drawn)	-2%	-14%	2%	-4%	-16%	-8%	1%	-8%	-9
O=S(=O)(Nc1cccc(CCc2ccccn2)c1)c1cc(Cl)ccc1Cl	-17%	-7%	-2%	-4%	8%[57.1 µM]	-19%	2%	-13%	-2
CC1(C)c2ccccc2-c2nc3ccccc3cc2C1O (stereo not drawn)	-11%	-5%	3%	4%	-3%	-17%	-10%	-26%	0
CC(=O)OC1CCC2(C)C(CCC3C2CC(=O)C2(C)C3CC(C3CCCC3=O)C2C(C)=O)C1 (stereo not drawn)	-24%	3%[2.29 µM]	6%	-1%	8%[2.29 µM]	3%	-6%	-2%	0
Cc1cccc(NC(=O)COC(=O)CCc2c[nH]c3ccccc23)c1C	16%	-2%	0%	-2%	17%	0%	-1%	-7%	-4
COC(=O)C1=C(C)N(c2ccc(OC)cc2)C(=O)/C1=C\c1cccs1	-23%	-7%	0%	-1%	2%	?	-14%	-11%	-4
CCCCN1C(=O)c2[nH]nc(-c3ccccc3O)c2C1c1ccc(OCc2ccccc2)cc1 (stereo not drawn)	14%	0%	-16%	?	32%	0%	-24%	-15%	-3

This is a subset. The share of hits here may be higher or lower than overall.
